Source: PubChem (several laboratories)
Autophagy mod: alters autophagy in cells; MEF GFP-LC3 puncta imaging; test concentration mostly 10 µM; calls only at 10 µM (by protocol); actives 0.98% (n = 190,000);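 active = percentage of spot-positive cells more than 3 SD above its plate mean, without a fluorescence outlier flag or 80% toxicity; inconclusive = no clear call, values can overlap the other calls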;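 note: spot-positive cell cutoff set from DMSO-treated cells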
Lipid droplet: hepatic lipid droplet formation modulation | AML12 mouse hepatocytes, oleate lipid droplets, BODIPY imaging | inhibition, % at 6.5 µM | actives 0.4% (n = 240,000) | AID 1656;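 active = lipid droplet intensity inhibited by at least 50%, with more than 500 cells counted; inconclusive = wells with under 300 cells, treated as cytotoxic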
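Assay system: AML12 mouse liver cells | Compound: 6.5 µM single-point dosing | Schedule: Overnight exposure | Technique: Fluorescence imaging, 20x objective, two fields per well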
Yfh1-depleted yeast: mitochondrial function rescue without frataxin homolog – Friedreich's ataxia, plus single-dose screen, dose response (AID 1465) | S. cerevisiae Yfh1-off respiration, WST-1 reduction, 72 h; higher fold induction means a stronger effect | one-dose fold induction at 50 µM; EC50 in µM for titrated hits | actives 0.074% (n = 220,000);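 active = fold induction of absorbance versus untreated yeast above a set limit, then at least 30% activation at any dose in follow-up; inconclusive = repeats straddling the limit, or above it without dose testing; inactive = fold induction below the set limit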;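 note: activators that raise dye reduction in frataxin-depleted yeast; strong numbers were not always called active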
P. falciparum M17LAP: P. falciparum M17LAP inhibitors, primary screen, biochemical, fluorogenic H-Leu-NHMec substrate, 1536-well (AID 1619). recombinant M17LAP, H-Leu-NHMec fluorogenic kinetic assay; higher % means a stronger effect. inhibition, % at 30 µM; hits with a dose series show IC50 in µM. actives 0.38% (n = 220,000);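 active = compound inhibiting the enzyme by more than half at any dose during confirmatory dose-response retesting; inconclusive = strong single-dose inhibitors picked by rank but not retested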;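 note: plate controls were full reaction with DMSO carrier for no effect and no enzyme background for full effect; strong numbers were not always called active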
M1AAP inhibition: malaria alanyl aminopeptidase activity blockers – biochemical, fluorogenic H-Leu-NHMec substrate, 1536-well (AID 1445). recombinant M1AAP, H-Leu-NHMec fluorogenic kinetic assay; higher % means a stronger effect. inhibition, % at 30 µM, or IC50 in µM where a hit was titrated. actives 0.42% (n = 220,000);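 active = primary inhibition above the hit cutoff, then over 50% inhibition at one or more dose response concentrations, cut at about 23% in these data, passing the limit was not always enough; inconclusive = conflicting primary data, or primary hits not chosen for dose response; inactive = low primary inhibition, or under 50% at every dose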;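 note: plate controls were DMSO full reaction for no effect and no enzyme background for full effect; strong numbers were not always called active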
CSM14.1 death rescue: protection against thapsigargin-triggered cell killing – 384-well, CSM14.1, ATP luminescence, primary screen (AID 1222) | CSM14.1 thapsigargin-induced death rescue, ATP luminescence; higher % means a stronger effect | cellular ATP content (survival), % at 20 µM, or EC50 in µM where a hit was titrated | 190,000 tested, under 10 active;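 active = EC50 below 50 µM in the dose-response confirmation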;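 note: death triggered by thapsigargin at about 15 µM added after 2 h compound pretreatment; cell ATP read after overnight thapsigargin exposure of roughly 18 to 22 hours; normalized against plate controls of thapsigargin alone and 5% DMSO vehicle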
MT stabilizer: microtubule stabilization, imaging screen; HeLa tubulin immunostaining HCS, 24 h; share of cells brighter than vehicle mean+2SD; % tubulin-high responders, % at 10 µM; actives 0.83% (n = 200,000); AID 2205;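 active = plate Z-score above 3 for both tubulin-high and condensed-nucleus cell shares, with cell loss under 80%, at 10 µM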;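 note: anti alpha tubulin signal scored within the nucleus-defined area of each cell; some results filed as inactive read as strong as hits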
Ins promoter up: MIN6 insulin promoter up-regulation | MIN6 insulin promoter-GFP reporter, high-content imaging; hits give high values | z-score at 5 µM | actives 0.3% (n = 190,000);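 active = z-score above 3 at 5 µM with at least 500 cells counted in the well; inconclusive = wells under 500 cells, flagged as cytotoxic or low count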
Dynein cargo inh: blocks dynein driven cargo transport along microtubules; actives 0.47% (n = 220,000); 3617.4 mouse cells, GR-EGFP nuclear translocation imaging; test concentration mostly 20 µM; stimulated with dexamethasone, 1 µM; hits give low values; z-score, hits read low; AID 1381;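 active = plate z-score of nuclear minus cytoplasmic receptor signal below a set negative limit, without overly bright fluorescence or cell loss, cut at about -3.5 in these data, passing the limit was not always enough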;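 note: z-score of nuclear minus cytoplasmic ring GR-EGFP intensity difference per well; some compounds called inactive have numbers as strong as hits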
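Buffer or medium – tet-free medium with charcoal-stripped serum · Signal – automated 10x imaging of fixed Hoechst-stained cells · Also added – dexamethasone agonist, 1.0 µM final, for 30 min · Incubation – induction 48 h, compound 1 h, agonist 30 min · Read-out – GR-EGFP nuclear translocation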
Dynein cargo inh cytoplasmic EGFP: further read-out of Dynein cargo inh, marked with its call; z-score; measured here: cytoplasmic GR-EGFP intensity; hits give high values
Dynein cargo inh nuclear GR-EGFP: recorded beside Dynein cargo inh, whose call it bears; z-score; measured here: nuclear GR-EGFP intensity;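 lower value marks the stronger effect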
Dynein cargo inh cell count: further read-out of Dynein cargo inh, marked with its call; z-score; measured here: cell count per field
Ins promoter up cell count: also measured in Ins promoter up; calls as there; cell count; measured here: cytotoxicity, nuclei count;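 total cells summed across four imaged fields per well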
Lipid droplet cells 6.5 µM: recorded beside Lipid droplet, whose call it bears; cell count; measured here: cell count, cytotoxicity flag;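 cells counted across two imaged fields per well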
MT stabilizer Hoechst-high %: also measured in MT stabilizer; calls as there; % Hoechst-high responders; measured here: nuclear condensation Hoechst responders;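 share of cells brighter than vehicle mean plus two SD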
MT stabilizer cytotoxicity %: recorded beside MT stabilizer, whose call it bears; toxicity, %; measured here: cytotoxicity by cell density;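 0% = mean cell density of plate MIN control wells and 100% = no cells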
Autophagy mod cell loss 18 h: second read-out of Autophagy mod, no call of its own (marks repeat the call); toxicity, %; measured here: cell loss, nuclei count;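 cell loss after 18 h compound exposure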
The depositor's hits bear a star; i = inactive; ? = inconclusive; . = not tested or not shown; + = active, no number.

Molecule	Autophagy mod	Autophagy mod cell loss 18 h	Lipid droplet	Lipid droplet cells 6.5 µM	Yfh1-depleted yeast	P. falciparum M17LAP	M1AAP inhibition	CSM14.1 death rescue	MT stabilizer	MT stabilizer Hoechst-high %	MT stabilizer cytotoxicity %	Ins promoter up	Ins promoter up cell count	Dynein cargo inh	Dynein cargo inh cytoplasmic EGFP	Dynein cargo inh nuclear GR-EGFP	Dynein cargo inh cell count
Cc1ccnc(SCc2cc(=O)c(OC(=O)c3ccco3)co2)n1	i	10.2	-6.7	634	i	4.5%	17.5%	1.0%	1.9	1.9	5.0	-0.42	1470	0.221	-0.257	0.265	-0.0641
CCN(CC)CCn1c(=N)n(CC(O)c2ccc(OC)c(OC)c2)c2ccccc21 (centres undefined)	i	13.7	0.0	705	i	4.1%	0.1%	-1.2%	1.1	0.9	3.6	-0.12	1466	0.165	-0.285	0.0898	0.0775
O=S(=O)(Cc1ccccc1Cl)N1CCCCC1	i	-0.6	.	.	i	-6.0%	1.9%	-1.2%	3.8	1.6	2.7	-0.73	1544	-0.305	-0.393	-0.0194	-0.585
Cc1nc(C)c(C(=O)N/N=C/c2c[nH]c3ccccc23)s1	i	41.6	1.0	722	i	-5.8%	4.0%	-2.8%	12.7	6.6	12.2	.	.	0.923	-0.0379	1.43	-0.757
Cc1nn(-c2ccccc2)c(C)c1C1C(C#N)=C(N)Oc2n[nH]c(C)c21 (centres undefined)	i	2.1	-17.2	702	i	8.1%	-1.0%	-0.6%	2.2	2.9	3.4	.	.	0.303	-0.258	0.41	-0.353
CCOC(=O)c1sc(NC(=O)Cc2ccc(C)cc2)nc1C	i	-4.2	-1.4	728	i	-6.2%	2.0%	-1.0%	5.2	4.6	7.0	-0.01	1475	1.06	-0.284	0.769	-0.395
CC1CN(C2CCN(C(=O)c3ccccc3Cl)CC2)CC(C)O1 (centres undefined)	i	5.9	8.9	616	i	1.5%	3.5%	-1.2%	3.8	3.0	5.6	0.15	1540	-0.979	-0.122	-0.348	0.523
COc1ccc(NC(=O)C2CCCN2C(=O)OC(C)(C)C)cc1 (centres undefined)	i	-6.7	13.8	653	i	.	.	-0.7%	3.3	1.2	10.5	0.43	1603	0.424	-0.303	0.719	-0.461
O=C1NCCCC1C(=O)N/N=C/c1ccc([N+](=O)[O-])cc1 (centres undefined)	.	.	5.4	767	i	0.1%	8.0%	.	.	.	.	-0.27	1064	0.274	-0.244	0.226	-0.176
Cc1ccc(S(=O)(=O)NNC(=O)c2sc(=S)n(C)c2C)cc1	i	4.7	14.2	656	i	-2.3%	5.5%	-0.2%	3.9	2.0	3.9	-0.03	1435	-0.24	-0.263	-0.115	0.647
NS(=O)(=O)c1cccc(NC(=O)CSc2nc3ccccc3[nH]2)c1	.	.	-6.5	735	i	9.9%	2.9%	.	.	.	.	-0.06	1352	-1.53	2.16	-0.391	1.28
Cc1cc(C)nc(SCC(=O)N/N=C/c2cccs2)n1	i	8.7	6.4	673	i	4.4%	-5.2%	-0.6%	1.0	1.9	6.5	-0.04	1377	0.404	-0.227	0.221	-0.145
Cc1ccc(N2C(=O)c3cccc([N+](=O)[O-])c3C2=O)cc1C	i	-5.6	2.2	687	i	-4.9%	3.0%	0.7%	1.3	1.1	8.0	0.07	1395	-0.885	-0.333	-0.409	0.659
COc1ccc(NC(=O)C2CCCN(S(=O)(=O)c3c(C)n[nH]c3C)C2)c(OC)c1 (centres undefined)	i	8.1	.	.	i	5.0%	3.4%	0.0%	2.1	0.9	1.7	0.29	1539	-0.0182	-0.201	0.155	0.21
C=C(C)C1CC=C(C)/C(=N/NC(=O)CNc2ccc(C)cc2C)C1 (centres undefined)	i	-5.1	-6.3	689	i	4.0%	1.4%	0.9%	3.0	2.6	1.0	-0.53	1235	-0.479	-0.25	-0.46	0.474
Cc1cc(C)cc(NC(=O)C(OC(=O)c2cccs2)c2ccccc2)c1 (centres undefined)	i	8.1	-16.4	557	i	7.0%	3.5%	1.8%	3.3	3.4	9.8	-0.25	1505	-0.446	-0.218	-0.252	0.0271
CCOC(=O)C1=C(C)Nc2nnnn2C1c1c[nH]c2ccccc12 (centres undefined)	i	-7.3	.	.	i	4.9%	6.8%	-0.7%	2.7	1.9	8.8	0.76	857	-0.843	-0.215	-0.439	0.235
Cc1ccc(-n2c(C)cc(/C=N/Nc3ccc([N+](=O)[O-])cn3)c2C)c(C)c1	+	-31.7*	.	.	i	-1.6%	8.9%	-1.1%	4.0	2.0	8.2	0.77	1082	-2.5	2.09	-0.128	0.777
O=C1/C(=C/c2cccs2)N=C(c2cccs2)N1Nc1ccccc1	i	-13.1	0.9	765	?	-0.4%	6.0%	-1.4%	0.4	0.9	14.5	-0.56	902	-0.424	-0.35	-0.229	0.691
O=C(NCc1ccco1)c1cnc2n(c1=O)CCS2	i	-0.1	.	.	i	.	.	-1.5%	1.8	0.5	24.4	0.23	1330	0.0157	-0.236	0.578	-0.381
CCCCCCn1c(SCC(=O)c2c(N)n(C)c(=O)n(C)c2=O)nc2ccccc21	i	-10.0	9.3	799	i	-4.5%	-6.8%	4.2%	0.9	1.9	2.0	.	.	-0.272	-0.184	-0.141	-0.0991
COc1ccc(CNC(=O)CSc2n[nH]c(C)c2[N+](=O)[O-])cc1	i	-8.4	12.5	673	i	-6.8%	8.1%	-2.2%	1.9	2.3	8.3	-0.57	1359	0.597	-0.204	0.788	-0.316
O=C(Nc1ccc(Br)cn1)c1ccc2nccnc2c1	i	12.4	.	.	i	.	.	.	11.6*	6.6*	4.5*	.	.	0.835	-0.158	0.364	-1.48
Cc1ccc(S(=O)(=O)NC(=O)Nc2ccc(F)cc2)cc1	i	5.1	20.5	725	i	-6.5%	-1.9%	-0.4%	3.2	2.8	6.5	0.18	1237	0.466	0.293	0.052	0.13
Nc1cc(N)nc(SCC(=O)Nc2ccc(Br)cc2Cl)n1	.	.	.	.	i	36.2%	8.1%	-3.6%	.	.	.	-0.01	1231	.	.	.	.
Cc1ccc(C(=O)Nc2ccc(CC(=O)O)cc2)o1	i	-9.7	-6.2	769	i	4.6%	-2.9%	4.1%	1.9	3.4	5.8	-0.77	836	-0.143	-0.176	0.083	0.574
CC1=Nc2cc([N+](=O)[O-])ccc2NC(C)(C)C1	i	1.9	-1.3	710	i	29.7%	9.9%	-1.2%	5.5	2.5	7.8	0.61	1617	0.454	-0.183	0.738	-0.0192
COC(=O)CCCC1=CC2=C(c3ccccc3)C(=O)C(C)(OC(=O)C3CCCC3)C(=O)C2=CN1CC1CC1 (centres undefined)	.	.	-39.6	697	i	-9.2%	0.8%	.	.	.	.	.	.	0.258	-0.805	0.424	-0.257
COc1ccc(C(=O)NC(=O)Nc2ncccc2C)cc1	i	5.0	19.0	855	i	-3.1%	-2.6%	-3.1%	0.9	1.1	4.8	0.24	832	-0.384	0.174	0.041	0.1
O=C(NCC(c1cccs1)N1CCOCC1)c1ccco1 (centres undefined)	i	14.0	.	.	i	5.8%	-3.1%	-0.2%	3.6	2.2	7.2	-0.07	1468	0.0713	-0.181	0.895	-0.061
O=C(Oc1cc(=O)oc2ccccc12)c1ccco1	i	-12.0	.	.	i	4.5%	13.2%	0.3%	2.8	1.5	12.2	0.9	1416	-0.457	-0.42	0.079	1.17
Cc1ccc(NC(=O)c2c(C)nc3ccccn23)cc1C	i	-5.4	-14.5	714	i	13.9%	10.9%	-1.0%	2.9	3.1	4.3	0.27	1266	-0.584	0.235	-0.0714	0.384
Cc1c(Cl)cccc1NC(=O)CSC(N)=O	i	5.7	-4.8	697	i	3.2%	5.1%	2.1%	2.8	1.9	24.8	-0.36	1359	0.209	0.0514	0.415	0.693
O=C1C(Cl)=C(N2CCOCC2)C(=O)N1c1ccccc1	i	17.0	4.9	756	i	9.3%	-3.3%	3.5%	1.2	0.9	4.3	-0.03	740	-0.345	-0.00825	0.253	0.117
O=C(CN(Cc1ccco1)S(=O)(=O)c1ccccc1)N/N=C/c1ccccc1C(=O)O	i	-1.2	-4.4	728	i	38.3%	9.5%	0.1%	1.8	2.4	8.4	.	.	0.785	-0.0538	0.791	-0.93
N#C/C(=C\c1c(Cl)cccc1Cl)c1nc2ccccc2o1	i	-15.4	-5.1	666	i	8.4%	7.0%	-2.4%	3.7	2.3	11.2	-0.03	1404	-0.43	-0.263	-0.329	0.719
CCOc1ccccc1CN1CCC(O)CC1	i	2.4	13.6	779	i	1.4%	3.2%	-1.4%	0.9	1.7	10.7	.	.	-1.2	0.0116	-0.443	0.84
CCN1C/C(=C/c2ccc(OC)c(O)c2)C(=O)/C(=C/c2ccc(OC)c(O)c2)C1	+	65.7*	3.2	611	i	1.1%	0.4%	15.5%	55.0	16.6	82.9	?	.	-6.29*	1.13*	-2.29*	-0.435*
COC(=O)c1ccc(CSc2nc3sc(C)c(C)c3c(=O)[nH]2)cc1	.	.	-6.0	681	i	-1.4%	4.8%	.	.	.	.	-0.24	1082	-0.59	-0.133	0.446	-0.634
O=C(NCCn1ccc2ccccc21)c1ccc2c(c1)OCO2	i	20.3	-50.8	690	i	3.5%	2.8%	-4.8%	1.1	1.2	3.0	0.54	1820	0.565	-0.189	0.414	0.0922
